CXCR6 inh: inhibitors of human CXCR6 receptor. O00574. CHO-K1 PathHunter CXCR6 beta-arrestin, luminescence. inhibition, % at 20 µM. hit rate 0.36% among 360,000; in the data active = inhibition above about 34%, passing the limit was not always enough;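 also: antagonist mode with CXCL16 agonist at 10 nM final; 0% = 10 nM CXCL16 with DMSO and 100% = unstimulated wells without agonist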
APOBEC3G inh: APOBEC3G (human) deaminase inhibition. AID 493012. Q9HC16. inhibition, % at 20 µM. recombinant A3G, ssDNA deamination FAM/TAMRA fluorescence. hit rate 0.28% among 330,000;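 active = inhibition of at least 40% at 20 µM, with no more than 30% in the related APOBEC3A deaminase screen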;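 also: plate controls were DMSO wells with A3G for no effect and wells lacking A3G enzyme for full effect; some compounds called inactive have numbers as strong as hits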
CCR6 antag: blocks CCL20-driven beta-arrestin recruitment at human CCR6; inhibition, % at 20 µM; hit rate 0.49% among 340,000; CHO-K1 CCR6 PathHunter beta-arrestin, luminescence, CCL20-stimulated; AID 493098;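 active = compounds whose inhibition of the agonist-driven luminescence signal at 20 µM reaches about 50%, limit read from the data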;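 also: cells stimulated with CCL20 at 14 nM final; plate controls were DMSO with CCL20 for no effect and DMSO without agonist for full effect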
Target sequence (P51684 whole entry, looked up): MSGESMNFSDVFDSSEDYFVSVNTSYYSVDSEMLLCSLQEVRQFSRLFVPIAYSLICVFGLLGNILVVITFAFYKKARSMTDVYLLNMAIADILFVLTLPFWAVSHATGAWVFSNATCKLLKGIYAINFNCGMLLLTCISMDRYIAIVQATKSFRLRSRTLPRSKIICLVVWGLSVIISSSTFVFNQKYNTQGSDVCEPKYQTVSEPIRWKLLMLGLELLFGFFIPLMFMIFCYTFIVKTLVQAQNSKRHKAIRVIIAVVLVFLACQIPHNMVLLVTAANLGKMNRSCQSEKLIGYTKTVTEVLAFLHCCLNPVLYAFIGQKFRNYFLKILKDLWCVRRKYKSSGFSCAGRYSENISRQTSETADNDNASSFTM
EBI2 antag: antagonists of human EBI2 receptor; EBI2 beta-arrestin recruitment, luminescence, 7a,25-OHC stimulated; inhibition, % at 5 µM; AID 651636; P32249; hit rate 0.81% among 360,000; in the data active = inhibition above about 38%;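 also: enzyme fragment complementation signal reports receptor beta-arrestin coupling in cells; 0% = agonist plus DMSO wells and 100% = wells without agonist; some results beyond the cut were filed as inactive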
Target sequence (P32249 whole entry, looked up, the tested form may be a part): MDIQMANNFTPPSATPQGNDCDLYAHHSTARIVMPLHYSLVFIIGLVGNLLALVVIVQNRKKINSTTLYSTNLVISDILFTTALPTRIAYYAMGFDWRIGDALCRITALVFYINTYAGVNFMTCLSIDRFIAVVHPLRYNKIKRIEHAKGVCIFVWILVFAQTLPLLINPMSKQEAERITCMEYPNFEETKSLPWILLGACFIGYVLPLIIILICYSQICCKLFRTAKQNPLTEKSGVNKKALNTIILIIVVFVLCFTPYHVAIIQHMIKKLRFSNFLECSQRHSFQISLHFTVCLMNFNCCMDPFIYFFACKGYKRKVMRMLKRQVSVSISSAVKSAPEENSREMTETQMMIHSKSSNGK
APOBEC3A inh: blocks human APOBEC3A ssDNA deamination. recombinant A3A, FAM/TAMRA ssDNA deamination fluorescence. hit rate 0.41% among 330,000. inhibition, % at 20 µM. P31941;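 active = at least 40% inhibition at 20 µM here, with at most 30% in a related deaminase screen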;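 also: plate controls were A3A with DMSO for no effect and wells lacking A3A enzyme for full effect; some results filed as inactive read as strong as hits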
Target sequence (P31941 whole entry, looked up): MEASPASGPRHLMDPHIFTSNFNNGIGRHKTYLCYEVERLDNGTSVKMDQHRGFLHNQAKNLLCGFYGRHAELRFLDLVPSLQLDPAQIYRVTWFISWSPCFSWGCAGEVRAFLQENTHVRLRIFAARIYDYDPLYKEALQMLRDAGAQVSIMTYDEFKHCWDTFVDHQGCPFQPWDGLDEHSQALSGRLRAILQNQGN
Gli-Sufu antag: antagonists of Gli-Sufu signaling. hit rate 0.74% among 340,000. inhibition, % at 5 µM. Sufu-KO-LIGHT fibroblasts, Gli luciferase reporter luminescence;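 active = inhibition above about 55%, limit read from the data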;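 also: 0% = DMSO-treated cells and 100% = wells with medium but no cells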
GRIN3A LBD mod: NR3A (human) ligand-binding domain modulation. NR3A LBD differential scanning fluorimetry, Tm shift; 0% = protein alone, 100% = glycine-bound protein. Tm shift relative to glycine control, % at 25 µM. hit rate 2.5% among 340,000. AID 1259313;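 active = melting temperature shift of at least 10% of the positive control shift, at one fixed dose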
MPTP block: blocks calcium-induced mitochondrial swelling; isolated mouse mitochondria, Ca2+ swelling absorbance, 30 min; hit rate 1.4% among 360,000; inhibition, % at 10 µM;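 active = inhibition of 50% or more, scaled per plate between neutral and stimulator controls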;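 also: 0% = DMSO wells given calcium and 100% = 1 mM EGTA wells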
Active calls of the source: *; . = not tested or not shown.

Preview (ten entries):
mol | Gli-Sufu antag | GRIN3A LBD mod | APOBEC3G inh | APOBEC3A inh | CXCR6 inh | MPTP block | CCR6 antag | EBI2 antag
Cc1onc(-c2ccccc2Cl)c1C(O)c1ccc(F)cc1 (centres undefined) | 17.2 | -1.1 | 8.6 | 2.0 | 2.6 | -1.4 | 4.1 | 6.9
CC1CC(C)CN(S(=O)(=O)c2cccc(C(=O)N3CCN(c4ccc(F)cc4)CC3)c2)C1 (centres undefined) | 0.3 | -1.6 | -5.8 | 0.8 | 0.3 | -2.8 | 3.5 | 16.7
COc1ccc(C2=C(C#N)C(=O)OC2)cc1 | -3.8 | 1.2 | -5.8 | -1.8 | -2.6 | 4.5 | 1.4 | 9.2
CCCCOC(=O)N1CCOCCOCCN(C(=O)OCCCC)CCOCCOCC1 | -8.6 | -2.7 | -6.5 | -3.7 | 0.8 | 2.7 | -11.7 | -5.1
COc1ccc(S(=O)(=O)N2CCCCCC2)cc1C(=O)OCc1c(C)noc1C | 12.8 | 0.8 | -0.7 | -2.8 | -4.0 | -2.1 | 0.7 | -1.6
COc1ccccc1C(=O)NCc1ccncc1 | -2.1 | 1.0 | -5.1 | 0.5 | -7.1 | -2.5 | -1.6 | 6.0
CC1CCC/C(=N\NC(=S)NCc2ccccc2)C1 (centres undefined) | -3.8 | -0.4 | -1.0 | 4.9 | 9.7 | -0.4 | 39.3 | 1.7
COc1ccc(N/N=C(\C#N)C(=N)SCc2ccccc2)cc1 | 27.7 | 29.0* | . | . | 1.1 | 4.5 | 15.2 | -9.9
CC(CCN1C(Nc2ccccc2)=NC[C@@H]1Cc1ccccc1)c1ccccc1 (some centres undefined) | 19.6 | -0.5 | -9.6 | -2.5 | 4.1 | 5.4 | 18.2 | 5.6
O=C(c1cc(-c2ccccc2O)on1)N1CCc2ccccc2C1 | -0.7 | -7.1 | -2.5 | -1.8 | 9.5 | 3.1 | 7.4 | -0.5

Main list (from the top)
mol | Gli-Sufu antag | GRIN3A LBD mod | APOBEC3G inh | APOBEC3A inh | CXCR6 inh | MPTP block | CCR6 antag | EBI2 antag
Cc1onc(-c2ccccc2Cl)c1C(O)c1ccc(F)cc1 (centres undefined) | 17.2 | -1.1 | 8.6 | 2.0 | 2.6 | -1.4 | 4.1 | 6.9
CC1CC(C)CN(S(=O)(=O)c2cccc(C(=O)N3CCN(c4ccc(F)cc4)CC3)c2)C1 (centres undefined) | 0.3 | -1.6 | -5.8 | 0.8 | 0.3 | -2.8 | 3.5 | 16.7
COc1ccc(C2=C(C#N)C(=O)OC2)cc1 | -3.8 | 1.2 | -5.8 | -1.8 | -2.6 | 4.5 | 1.4 | 9.2
CCCCOC(=O)N1CCOCCOCCN(C(=O)OCCCC)CCOCCOCC1 | -8.6 | -2.7 | -6.5 | -3.7 | 0.8 | 2.7 | -11.7 | -5.1
COc1ccc(S(=O)(=O)N2CCCCCC2)cc1C(=O)OCc1c(C)noc1C | 12.8 | 0.8 | -0.7 | -2.8 | -4.0 | -2.1 | 0.7 | -1.6
COc1ccccc1C(=O)NCc1ccncc1 | -2.1 | 1.0 | -5.1 | 0.5 | -7.1 | -2.5 | -1.6 | 6.0
CC1CCC/C(=N\NC(=S)NCc2ccccc2)C1 (centres undefined) | -3.8 | -0.4 | -1.0 | 4.9 | 9.7 | -0.4 | 39.3 | 1.7
COc1ccc(N/N=C(\C#N)C(=N)SCc2ccccc2)cc1 | 27.7 | 29.0* | . | . | 1.1 | 4.5 | 15.2 | -9.9
CC(CCN1C(Nc2ccccc2)=NC[C@@H]1Cc1ccccc1)c1ccccc1 (some centres undefined) | 19.6 | -0.5 | -9.6 | -2.5 | 4.1 | 5.4 | 18.2 | 5.6
O=C(c1cc(-c2ccccc2O)on1)N1CCc2ccccc2C1 | -0.7 | -7.1 | -2.5 | -1.8 | 9.5 | 3.1 | 7.4 | -0.5
CC1CC(NC(=O)c2c(O)nc3ccccn3c2=O)CC(C)(C)C1 (centres undefined) | -8.0 | -2.0 | . | . | 2.1 | -1.1 | -11.8 | -11.1
Cc1ccc(S(=O)(=O)/C=C/c2ccccc2)cc1 | 1.1 | -1.3 | 0.7 | -1.4 | -1.1 | -1.5 | 20.8 | -2.6
CCN1CCN(c2cc(C)c3cc(NC(=S)NCCCN4CCc5ccccc5C4)ccc3n2)CC1 | 12.9 | -2.9 | -1.1 | 10.1 | 13.9 | 2.4 | 29.0 | 3.9
CCOc1cc(C)c(S(=O)(=O)Nc2ccc3cn[nH]c3c2)cc1C | 42.6 | -9.5 | -2.1 | 0.5 | -3.2 | 72.5* | 0.9 | 5.4
COc1cc(C)nc(NS(=O)(=O)c2ccccc2Cl)n1 | 12.8 | -0.5 | -4.9 | -4.8 | -5.8 | 0.1 | 10.8 | -7.5
CCCn1c(SCC(=O)Nc2ccccc2N2CCOCC2)nc2c1c(=O)n(C)c(=O)n2C | 9.0 | 0.4 | -4.0 | -1.2 | 8.4 | 0.6 | -3.0 | 3.8
CCC(=O)c1ccc(OCc2ccc(C(=O)OC)o2)c(OC)c1 | 18.2 | -1.6 | -1.2 | -0.8 | -6.1 | -3.5 | 0.2 | -2.0
Cc1nn(CCC(=O)NNC(=S)Nc2ccccc2)c(C)c1Br | -0.3 | 0.5 | -6.2 | -1.8 | 7.6 | -2.6 | 27.3 | 5.3
CCC(NS(=O)(=O)c1ccc2c(c1)Cc1cc(S(=O)(=O)NC(CC)C(=O)O)ccc1-2)C(=O)O (centres undefined) | 8.5 | -1.1 | -3.1 | -3.4 | 1.6 | -1.2 | -7.4 | -7.8
CCN(CC)C(=S)SC1CCCCN(C(=O)c2ccccc2)C1=O (centres undefined) | -1.0 | -1.6 | -1.5 | -2.6 | 3.4 | 2.1 | 19.3 | 0.8
CN(C)CCCN(C(=O)c1ccc2c(c1)CCCC2)c1nc2cc3c(cc2s1)OCO3 | 23.7 | -0.8 | 0.5 | 4.0 | 1.6 | -0.6 | 15.6 | 3.9
N/C(=N\OC(=O)Nc1ccccc1)c1ncc(C(F)(F)F)cc1Cl | 4.1 | 2.4 | -0.5 | 1.1 | -0.7 | -0.2 | -27.4 | -1.9
Cn1c(/C=C/c2cccc([N+](=O)[O-])c2)nc2ccccc2c1=O | 12.6 | 3.1 | -10.8 | -3.0 | 2.5 | -0.4 | 3.0 | 5.6
COC(=O)c1ccccc1NC(=O)CN(Cc1ccc(Cl)cc1)S(C)(=O)=O | 32.4 | 4.9 | -2.7 | 1.0 | 3.7 | 0.4 | -6.8 | 10.4
COc1cccc(OCCNCc2ccccc2)c1 | -10.9 | 0.7 | -1.9 | -3.9 | 4.3 | -0.2 | -5.2 | 8.5
CSc1ncccc1C(=O)OCc1ccc(C#N)cc1 | 1.9 | 2.4 | -2.3 | -1.4 | -9.0 | -0.8 | 23.5 | 4.3
COc1ccc(CCCNC(=O)C2CCC(=O)N(Cc3ccccc3F)C2)cc1 (centres undefined) | -4.0 | 1.4 | -6.6 | -3.1 | 2.8 | -0.3 | 10.4 | 1.7
O=C(COC(=O)/C=C/c1cccc([N+](=O)[O-])c1)Nc1ccc(Cl)cn1 | 2.1 | -0.3 | -7.3 | 0.5 | 0.6 | -0.4 | 3.4 | 0.1
O=C(O)C1=C[C@@H](c2ccccc2)C[C@@H](OCCCCO)O1 | -0.6 | 1.8 | -6.1 | -4.5 | 3.4 | -0.6 | 7.0 | -8.5
CC1(c2nnc(Cc3ccccc3)o2)CC(c2cccnc2)=NO1 (centres undefined) | -11.6 | 0.7 | -9.7 | -3.5 | -14.1 | -0.5 | -1.8 | -10.2
CCc1ccc(-c2csc3nc[nH]c(=O)c23)cc1 | -16.1 | -0.4 | -5.5 | -3.3 | 2.0 | -0.7 | 11.8 | -2.8
COc1ccc(/C=C/C(=O)OCC(=O)c2ccc(S(=O)(=O)N3CCCCC3)cc2)cc1OC | 6.7 | 7.4 | -9.3 | -2.1 | 6.5 | -2.5 | 6.7 | 9.9
O=C(CN1CCCC1)Nc1cc(F)ccc1F | 5.4 | -1.7 | -2.7 | 0.6 | -9.4 | 0.2 | -1.3 | -0.4
CC(=O)c1c(C)[nH]c(C(=O)COC(=O)CN(C)S(=O)(=O)c2ccc(Cl)cc2)c1C | 26.0 | -1.3 | 1.8 | -12.9 | -6.3 | 25.1 | -12.3 | -9.1
CC(=O)N1CCOc2ccc(S(=O)(=O)NCc3ccccc3Cl)cc21 | 1.3 | 1.8 | -4.8 | -4.8 | 0.6 | -0.4 | -0.1 | -17.0
CCN1C(=O)N[C@@H](c2ccccc2)[C@H](C(C)=O)[C@H]1C | -4.5 | -1.6 | -8.9 | -2.0 | -2.9 | 0.1 | -4.7 | 4.9
CC1CCC2(CC1)SCC(=O)N2c1ccc(F)cc1 (centres undefined) | 3.5 | -1.3 | 1.1 | 1.3 | -4.3 | 0.6 | 4.3 | 6.2
O=C(CCc1ccccc1)NCC1(c2ccccc2)CCCC1 | -3.3 | 3.0 | -7.6 | -5.6 | 2.9 | 0.0 | 15.4 | 16.8
COC(=O)C1=C(C(=O)OC)C(c2ccc(OC)c(OC)c2)c2sc(=O)[nH]c2S1 (centres undefined) | -1.8 | 1.6 | 4.7 | 3.3 | 0.0 | 1.9 | 13.7 | -1.7
Cc1ccc(C(=O)c2ccccc2C(=O)OCC(=O)N2C(C)CCCC2C)cc1 (centres undefined) | 9.4 | 2.5 | -4.2 | -0.8 | 7.8 | -1.1 | 16.7 | -1.1
CCCCc1cc(C)c(S(=O)(=O)c2ccccc2C)c(=O)[nH]1 | 4.3 | 1.7 | -3.1 | -2.2 | -15.3 | 1.6 | -2.6 | 1.2
CCOc1ccc(NC(=O)c2ccc(NC(=O)c3ccccc3Br)cc2)cc1 | -1.6 | 8.4 | -12.6 | -1.1 | 0.9 | -0.7 | 8.9 | 3.6
COc1cc2c(cc1OC)CN(C(=O)c1cc(S(=O)(=O)N3CCCCC3)ccc1Cl)CC2 | 18.7 | -1.3 | -1.7 | 1.8 | 16.6 | 1.6 | 6.1 | 2.0
O=C(c1ccncc1)N1CCN(CCc2ccccc2)CC1 | -16.4 | -2.3 | -8.1 | -6.4 | -5.6 | -0.5 | 4.2 | 7.9
Cc1ccc(NC(=O)c2cc3ccccc3o2)cc1 | 7.7 | -0.7 | -4.7 | -6.1 | 0.7 | -0.2 | 10.6 | 16.4
Clc1cccc(NC2=NCCC2)c1 | 12.3 | 0.2 | -3.7 | -16.7 | -1.8 | -0.8 | 19.8 | 4.3
O=C(c1cccs1)N1CCN=C1SCc1ccccc1 | -18.8 | -0.4 | -1.8 | 2.6 | -6.2 | -1.1 | -4.5 | -14.8
NS(=O)(=O)c1ccc(NC(=O)c2ccc(S(=O)(=O)N3CCCCC3)cc2)cc1 | 5.0 | 0.3 | -3.9 | 0.5 | 8.5 | 0.9 | 11.4 | 0.1
CCOC(=O)c1c(C)[nH]c(C(=O)COC(=O)CNS(=O)(=O)c2ccc(C)cc2)c1C | -7.4 | -4.0 | -7.9 | -0.5 | -17.1 | 0.1 | 2.0 | -0.9
CNC(=O)Nc1cc(NC(=O)NC)cc(C(F)(F)F)c1 | 4.8 | -29.8 | -5.9 | 0.8 | 1.5 | 1.3 | -0.4 | 7.6
CCCCN1C=C(C(=O)OC)C(c2ccccc2Cl)C(C(=O)OC)=C1 | 6.4 | -1.7 | -4.6 | 1.2 | -1.9 | 1.3 | 20.7 | 1.7

High-throughput results from PubChem BioAssay.
